Abeta yeast res = qHTS for compounds that reverse cellular toxicity of Amyloid beta (A-beta) peptide in yeast: Primary Screen | yeast expressing A-beta42, growth rescue, OD600, 48 h; response scale: 0% DMSO, 100% iron-clioquinol control | Potency, µM (highest dose often 46.1 µM), inactives show top-dose growth rescue, usual class: activators | 0.063% of 410,000 active; note: potency is the fitted concentration of half-maximal effect; nearly all actives have a fitted effect of over 55% in size
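Yeast A-beta toxicity model in growth medium with pinned compounds, 48 h at 30 C; growth read as absorbance at 600 nm. Normalized to FeCl3/clioquinol equimolar mix (positive) and DMSO (negative).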
TDP43 rescue = qHTS of TDP-43 Inhibitors. TDP-43 expressing yeast growth rescue, BacTiter-Glo, 24 h. Potency, µM (top dose mostly 46.1 µM), for the others: at the top dose growth rescue (activation), actives largely listed as activators. 1.8% of 410,000 active; note: potency is the fitted concentration of half-maximal effect; % of control where 0% means no effect; nearly all actives have a fitted effect of over 50% in size
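Galactose-induced TDP-43 yeast, OD600=0.02, compound pinned; 24 hr, 30 deg C; BacTiter-Glo luminescence for growth. Inhibitors of TDP-43 toxicity read as activators.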
GLP-1R agonist = qHTS of GLP-1 Receptor Agonists; Potency, µM (titrated, usually from 45.6 µM), inactives show at the highest dose activation, actives largely listed as activators; HEK293 GLP-1R CRE-luciferase, luminescence, 4-6 h; cells express a hypersensitive GLP-1R form; Glucagon-like peptide 1 receptor (Homo sapiens), P43220; 0.007% of 380,000 active; note: potency is the fitted concentration of half-maximal effect; % of control where 0% means no effect
Target sequence (P43220 whole entry, looked up): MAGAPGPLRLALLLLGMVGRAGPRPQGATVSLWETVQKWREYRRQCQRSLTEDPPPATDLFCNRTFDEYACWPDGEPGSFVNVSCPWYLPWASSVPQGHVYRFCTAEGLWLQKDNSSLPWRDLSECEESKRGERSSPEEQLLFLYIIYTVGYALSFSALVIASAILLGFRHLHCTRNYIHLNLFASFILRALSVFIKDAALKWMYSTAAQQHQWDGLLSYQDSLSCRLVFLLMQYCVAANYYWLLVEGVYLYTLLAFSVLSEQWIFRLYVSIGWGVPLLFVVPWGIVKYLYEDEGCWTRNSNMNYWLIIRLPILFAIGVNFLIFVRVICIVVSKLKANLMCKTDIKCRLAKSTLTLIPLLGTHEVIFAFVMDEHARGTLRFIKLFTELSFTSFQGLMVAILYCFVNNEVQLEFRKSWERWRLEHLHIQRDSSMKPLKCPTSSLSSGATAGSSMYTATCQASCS
pAkt inh = HTS Assay for Inhibitors of Akt Phophorylation: Primary Screen; Neuro2A IGF-stimulated pAkt S473 HTRF, 20 min; hits give low values; activity change, % for hits at 50 µM; 0.32% of 360,000 active; AID 651550, 2012; in the data active = activity change below about -80%; inconclusive = mostly about -51% to -80%; note: % is set by controls: 0 for no effect and ±100 for the full control effect
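Single-point screen (50 µM final compound) in Neuro2A cells stimulated 20 min with 6 nM IGF at 37 deg C. After lysis, Ser473-phosphorylated Akt read by HTRF (ex 330 nm, em 615/665 nm) as the 665/615 ratio.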
DRD3 antagonist = qHTS of D3 Dopamine Receptor Antagonist: qHTS; D3R cells, DiscoveRx beta-arrestin luminescence, antagonist mode; hits give low values; AID 652054, 2013; max response, negative = inhibition, %; 2.5% of 360,000 active; D(3) dopamine receptor (Homo sapiens), P35462; in the data active = max response below about -50%; inconclusive = no clear call, values can overlap the other calls; note: % is set by controls: 0 for no effect and ±100 for the full control effect; mostly tested at two doses, the higher about 12 µM
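Cells expressing the human receptor were seeded at 1500 cells/well, incubated overnight at 37 degrees C in 5% CO2, then exposed to library compounds with dopamine controls for 90 minutes at 37 degrees C before luminescent detection.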
GLP1R inv ag = qHTS of GLP-1 Receptor Inverse Agonists (Inhibition Mode). HEK293 GLP-1R CRE-luciferase, luminescence, 24 h; GLP-1R form is constitutively active. Potency, µM (highest dose often 38.3 µM), inactives show at the highest dose activity change, negative = inhibition, usual class: inhibitors. 1.6% of 410,000 active. AID 624417, 2012; note: potency is the fitted concentration of half-maximal effect; % is set by controls: 0 for no effect and ±100 for the full control effect; nearly all actives have a fitted effect of over 55% in size
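Stable HEK293 clone (constitutively active GLP-1R + cAMP-response luciferase); 200 cells/uL plated, 12 h pre-culture, compound 24 hr, 37 deg C/5% CO2; detection reagent 12 min RT; luminescence.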
aSyn rescue = qHTS of alpha-syn Inhibitors; AID 652106, 2013; 0.14% of 370,000 active; Potency, µM (highest dose often 46.1 µM), inactives show top-dose growth rescue (activation), hits mostly activators; Yeast expressing alpha-synuclein, growth rescue, BacTiter-Glo, 24 h; note: potency is the fitted concentration of half-maximal effect; % of control where 0% means no effect; nearly all actives have a fitted effect of over 65% in size
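Galactose-induced alpha-syn yeast (OD600=0.02, raffinose-pregrown) + pinned cpd, 24 hr, 30 deg C; growth by BacTiter-Glo luminescence. Growth restoration scores as activation.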
FUS suppressor = qHTS for Suppressors of FUS Proteinopathy: Primary screen using FUS-linked yeast assay. S. cerevisiae FUS-expressing, growth rescue, OD600, 24 h. Potency, µM (doses to about 76.6 µM), without a hit: at the top dose growth rescue (activation), actives largely listed as activators. 0.24% of 390,000 active. AID 1347120, 2019;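 note: potency is the fitted concentration of half-maximal effect; plate controls were DMSO vehicle for no effect and reference control for full effect; nearly all actives have a fitted effect of over 55% in size; some results filed as inactive show a strong effect at the top dose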
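Galactose (2%) drives FUS expression in yeast precultured in raffinose; seeding density OD 0.005. Test compounds incubated 24hr at 30C and 99% humidity before absorbance at 600 nm was measured.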
PTHR1 ag = qHTS for PTHR1 Agonists: Primary Screen. HEK293 GP2 PTHR1 cells, GloSensor cAMP luminescence, 1 h. 0.075% of 410,000 active. Potency, µM (series often up to 115 µM), without a hit: at the top dose activation, most hits filed as activators; note: potency is the fitted concentration of half-maximal effect; nearly all actives have a fitted effect of over 55% in size; some results filed as inactive show a strong effect at the top dose; inactives centre near -15; many of its hits are not listed in these tables
Target sequence (Q03431 whole entry, looked up): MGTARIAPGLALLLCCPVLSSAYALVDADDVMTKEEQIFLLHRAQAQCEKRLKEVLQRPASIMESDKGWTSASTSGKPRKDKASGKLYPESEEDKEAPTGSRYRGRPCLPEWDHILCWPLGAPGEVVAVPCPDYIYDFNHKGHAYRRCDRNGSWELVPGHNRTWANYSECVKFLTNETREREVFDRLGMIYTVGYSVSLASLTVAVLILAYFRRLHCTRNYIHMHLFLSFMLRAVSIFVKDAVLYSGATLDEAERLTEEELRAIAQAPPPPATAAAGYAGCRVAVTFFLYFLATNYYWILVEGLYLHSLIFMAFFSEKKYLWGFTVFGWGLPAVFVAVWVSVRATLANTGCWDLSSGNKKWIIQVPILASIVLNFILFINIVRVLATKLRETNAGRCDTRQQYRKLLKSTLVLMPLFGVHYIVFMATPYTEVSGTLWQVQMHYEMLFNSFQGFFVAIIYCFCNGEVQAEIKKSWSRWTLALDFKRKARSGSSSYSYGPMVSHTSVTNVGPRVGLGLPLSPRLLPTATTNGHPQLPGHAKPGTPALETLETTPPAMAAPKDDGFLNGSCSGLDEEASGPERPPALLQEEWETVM
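HEK-293-derived GP2 cells expressing PTHR1 and a GloSensor cAMP reporter, 3,000/well, plated overnight, given luciferin plus IBMX (each 0.5 mM as added) for 1 h at 37 °C, then compound for 1 h at 37 °C. Luminescence was read after 15 min at room temperature.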
Active calls of the source: *; i = inactive; ? = inconclusive; · = not tested or not shown; & = joins results of further samples; [ ] = remark or other dose. Unless noted, calls come from the whole dose curve; as a rule, active = well fitted curve in the direction sought with a large enough effect; inconclusive = small, poorly fitted or top-dose-only effect, or another doubt; inactive = no such curve, though single readings can be large; an effect the other way counts as inactive or inconclusive.

smiles | Abeta yeast res | pAkt inh | FUS suppressor | GLP-1R agonist | PTHR1 ag | aSyn rescue | GLP1R inv ag | TDP43 rescue | DRD3 antagonist
O=S(=O)(Nc1ccc(O)c(Sc2nc3ccccc3s2)c1)c1cc(Cl)ccc1Cl | ? | · | 22% | · | -8% | · | ? | ? | ·
CC(C)CC(c1nnnn1C(C)C)N1CCN(c2ccccc2)CC1 (stereo unspecified) | -50%[inhibitor] | i | 3% | -12% | 24%[57.5 µM] | 3% | -13% | -4% | 12
CCN1C(=O)c2cccc3c(S(=O)(=O)N(C(=O)c4ccncc4)c4ccc(OC)cc4)ccc1c23 | -2% | i | · | 0% | -28% | 25% | 13% | 0% | 13
O=C(Cc1cccc2ccccc12)Nc1ccc(O)cc1C(=O)O | 16% | i | -7% | 6% | -33%[inhibitor] | 6% | 13% | 10% | 4
COc1ccc2cc(C)c3nnc(SCc4cccnc4)n3c2c1 | 5% | i | 13% | 8% | -3% | -4% | 31%[activator] | -18%[9.22 µM] | 3
CC(C)OCCCn1c(SCC(=O)Nc2ccc(F)cc2)nc2c(sc3ccccc32)c1=O | -4% | · | -9% | · | -12% | · | -6% | -14% | ·
CC1(C)CC(=O)C2=C(C1)OC(N)=C(C#N)C2c1cc2c(cc1[N+](=O)[O-])OCO2 (stereo unspecified) | 0% | i | 20% | 6% | i | 1% | 10% | -9% | -25
CC(=O)Nc1cc2c(cc1NC(=O)Cn1nc(-c3ccccc3F)ccc1=O)OCCO2 | 21% | · | 14% | -16% | 10%[57.5 µM] | -1% | -22% | -11% | 18
COc1ccc(N(CC(=O)NC2CCCC2)C(=O)Cn2nnc(-c3ccc(C)cc3)n2)cc1OC | -11% | i | 31% | -11% | -4% | -6% | 0% | -26% | -12
Cc1c(C)c2ccc(OCC(=O)N3CCC[C@@H]3C(=O)O)c(C)c2oc1=O | -8% | i | -22% | -5% | -13% | -3% | 1% | 4% | 8
CN(CCOc1ccc(Br)cc1)C(=O)CNC(=O)c1ccc2ccccc2c1 | -40%[inhibitor] | i | 45% | 8% | -24% | 8% | ? | ? | 4
COc1ccc(N2CC(C(=O)N[C@@H](C)C(=O)NC(C)c3ccccc3)CC2=O)cc1 (stereo partly specified) | -5% | i | 7% | -4% | i | 0% | 1% | -10% | -1
CCN1CCC2(CC1)C(C#N)=C(N)Oc1c2sc2nc(C)cc(C)c12 | 16% | i | 15% | 7% | -11% | -13% | 55%[activator] | 8% | 29
COCCSc1nnc(NS(=O)(=O)Cc2ccccc2)s1 | 8% | i | -1% | -2% | i | 3% | 5% | -10% | 10
COc1ccc(-c2csc3nc(-c4ccccc4F)oc(=O)c23)cc1OC | 16% | i | 26% | 4% | -6%[57.5 µM] | -13% | ? | -14% | 22
O=C(CCc1ccc(S(=O)(=O)NCc2ccccc2)cc1)NCC1CCCO1 (stereo unspecified) | 1% | i | 2% | -2% | -14% | -4% | 16% | -7% | -7
O=C(NC1CCCCC1)c1cc(N2C(=O)CCC2=O)ccc1Cl | -6% | i | 22% | 4% | -63%[inhibitor] | 3% | 6% | -13% | -2
COc1ccc(OC)c(CNC(=O)c2ccc(C)c(NC(=O)C3=C(C)OCCS3)c2)c1 | 11% | i | 13% | 13% | i | 0% | -2% | -1% | -2
CCC(=O)Oc1ccc(-c2cnc3ccccc3n2)cc1 | -17% | i | 15% | 0% | -70%[inhibitor][57.5 µM] | -24% | 0% | 0% | 44
CCOc1ccc(NC(=O)Cn2nnc(C(=O)NCc3ccc4c(c3)OCO4)c2N)cc1 | 4% | i | -12% | 1% | i | -6% | -4% | 2% | -1
COCCCn1c(SCC(=O)Nc2nnc(C)s2)nnc1-c1ccoc1C | -11% | i | 7% | -6% | -7%[57.5 µM] | 11% | 2% | 1% | -25
CCOc1cc(N2CCOCC2)c(OCC)cc1NC(=O)COC(=O)c1cc2ccccc2cc1O | 6% | i | · | 11% | i | -2% | 0% | 7% | 7
COc1cc(NC(=O)COC(=O)CC2CC3CCC2C3)cc(OC)c1 (stereo unspecified) | ? | i | · | -1% | i | 2% | -5% | 28% | 4
COc1ccc(CNC(=O)c2ccc(Br)s2)cc1OC | -8% | i | 21% | 5% | i | -2% | 24% | -7% | -22

Another view of part of the listing above:
Value order: Abeta yeast res	pAkt inh	FUS suppressor	GLP-1R agonist	PTHR1 ag	aSyn rescue	GLP1R inv ag	TDP43 rescue	DRD3 antagonist
> COCCCn1c(SCC(=O)Nc2nnc(C)s2)nnc1-c1ccoc1C
    -11%	i	7%	-6%	-7%[57.5 µM]	11%	2%	1%	-25
> CCOc1cc(N2CCOCC2)c(OCC)cc1NC(=O)COC(=O)c1cc2ccccc2cc1O
    6%	i	·	11%	i	-2%	0%	7%	7
> COc1cc(NC(=O)COC(=O)CC2CC3CCC2C3)cc(OC)c1 (stereo unspecified)
    ?	i	·	-1%	i	2%	-5%	28%	4

(list continues)
smiles | Abeta yeast res | pAkt inh | FUS suppressor | GLP-1R agonist | PTHR1 ag | aSyn rescue | GLP1R inv ag | TDP43 rescue | DRD3 antagonist
O=C(CN1C(=O)c2ccccc2C1=O)N1CCCCC1 | -4% | i | -2% | -10% | i | 2% | 37% | -9% | -4
CCCOc1ccc(C2C(C(=O)c3cc4ccccc4o3)=C(O)C(=O)N2c2cc(C)on2)cc1 (stereo unspecified) | -7% | i | ? | 0% | -17% | 15% | -9% | -11% | -8
Cc1ccc(NC(=O)C2CCN(S(=O)(=O)c3cc([N+](=O)[O-])ccc3Cl)CC2)nc1 | -14% | i | -8% | 3% | -49%[inhibitor] | 12% | -30% | ? | 1
c1ccc(-c2nc(-c3ccncc3)n[nH]2)nc1 | -8% | i | -18% | -5% | i | -12% | -11% | -14% | -1
CCOc1ccc2c(c1)-c1c(ssc1=S)C(C)(C)N2C(=O)CSC1=NCCS1 | 8% | i | 33% | 6% | i | -1% | ? | 18% | ?
COC(=O)C(N)Cc1ccc(O)c(O)c1 (stereo unspecified) | -8% | i | -7% | -1% | i | -2% | -27% | -13% | -11
O=C(NN=C1CCCCCCC1)C(=O)NC1CCCCC1 | 12% | i | -6% | -10% | -23%[57.5 µM] | -2% | -39% | -12% | 4
CCc1nc2c(OCc3ccc(C(=O)OC)cc3)cccn2c1N(C)C(=O)CC(C)C | -17% | i | 13% | 3% | -6% | -19% | ? | 21% | -7
O=C(COc1ccc(S(=O)(=O)Nc2ccc(Cl)cc2)cc1)N1CCOCC1 | 4% | i | · | 0% | 0% | -5% | -20% | 20% | 4
c1ccc(-c2cc3nccc(-c4ccccn4)n3n2)cc1 | 3% | i | · | 15% | -36%[inhibitor] | 15% | -9% | ? | 0
COc1ccc(OC)c(N(C(=O)c2ccco2)C(C(=O)NC2CCCC2)c2cc(OC)c(OC)c(OC)c2)c1 (stereo unspecified) | 9% | i | -1% | 11% | i | -9% | 24% | -8% | 8
CCN(CC(=O)NC1CCS(=O)(=O)C1)C(=O)c1ccc(OC)c([N+](=O)[O-])c1 (stereo unspecified) | 1% | i | -6% | -1% | i | 2%[1.84 µM] | 13% | 9% | -9
CC(C)CC(N)c1csc(Nc2cnccn2)n1 (stereo unspecified) | 0% | · | 8% | -3% | -12% | 0% | ? | 13% | 6
COc1cc2c(C#CCO)c(-c3ccc(C#N)cc3)oc(=O)c2cc1OC | -8% | i | 7% | -5% | -1% | -6% | 73%[activator] | -9% | 21
Cc1ccccc1C(=O)N1CCN(c2ccccn2)CC1 | 8% | i | -19% | -12% | i | -1% | 12% | 14% | 15
COc1ccc(Cn2nnc(C(=O)Nc3ccc(F)cc3)c2N)cc1 | -2% | i | -13% | -9% | i | -11% | 17% | 12% | 16
COc1cccc(NC(=O)c2ccc3c(c2)CCN3S(C)(=O)=O)c1 | 3%&-12% | i | 2%&6% | -6% | -45%[inhibitor] | -1% | 9%&4% | 3%&19% | -4
NC(=S)Nc1ccc2cn[nH]c2c1 | -6% | i | -11% | -3% | i | 0% | 15% | -14% | -15
COCOc1ccc(-c2oc3c(C/C=C(\C)CCC=C(C)C)ccc(O)c3c(=O)c2OCOC)c(OCOC)c1 | 0% | i | -5% | 6% | -2% | 0% | 18% | 0% | 1
CCCCCC(=O)Nc1cc2[nH]c(=O)cc(COC)c2cc1C | -2% | i | 9% | 8% | -3%[57.5 µM] | 0% | -4% | 1% | 14
CC(C)(C)C(=O)CSc1nc(N)cc(=O)[nH]1 | 2% | i | -24% | 0% | i | 1% | 1% | 16% | 12
CCCCOc1ccc(C(=O)N/C(=C\c2ccc(OC)cc2)C(=O)OCc2ccco2)cc1 | 8% | i | 19% | 1% | 14%[57.5 µM] | 7% | ? | 0% | 14
Cc1ccccc1CSc1nnc(CCCCCNC(=O)OC(C)(C)C)o1 | 5% | i | 31% | 18% | -31%[inhibitor] | 2% | ? | 19% | 3

Arranged by count of non-hydrogen atoms (lowest first): 3 of the compounds above.
smiles | Abeta yeast res | pAkt inh | FUS suppressor | GLP-1R agonist | PTHR1 ag | aSyn rescue | GLP1R inv ag | TDP43 rescue | DRD3 antagonist
CC(C)(C)C(=O)CSc1nc(N)cc(=O)[nH]1 | 2% | i | -24% | 0% | i | 1% | 1% | 16% | 12
CCCCCC(=O)Nc1cc2[nH]c(=O)cc(COC)c2cc1C | -2% | i | 9% | 8% | -3%[57.5 µM] | 0% | -4% | 1% | 14
COCOc1ccc(-c2oc3c(C/C=C(\C)CCC=C(C)C)ccc(O)c3c(=O)c2OCOC)c(OCOC)c1 | 0% | i | -5% | 6% | -2% | 0% | 18% | 0% | 1

Assay outcomes: PubChem, National Center for Advancing Translational Sciences (NCATS)

An excerpt; count on the stated rates, not on these rows.
